# ERK EGF block: qHTS Assay for Inhibitors of the ERK Signaling Pathway using a Homogeneous Screening Assay; Stimulation with EGF. HEK293-V1b, EGF-stimulated phospho-ERK AlphaScreen. Potency, µM (series often up to 11.5 µM), for inactives: at the highest dose activity change, negative = inhibition, actives largely listed as inhibitors. 0.41% of 130,000 active. AID 1454, 2008; active = well fitted inhibition curve with a large enough effect; inconclusive = small, poorly fitted or top-dose-only effect, or effect the other way;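 note: plate controls were stimulated vehicle wells for no effect and unstimulated vehicle basal for full effect; nearly all actives have a fitted effect of over 55% in size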
#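 Stably V1b-transfected HEK293 cells; 30 min compound, then EGF 25 nM final for 5 min at 37C; 10 min lysis; phospho-ERK by AlphaScreen after 5 hr beads at room temperature.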
# Active calls of the source: *; ? = inconclusive; & = joins results of further samples; [ ] = remark or other dose. Potency is the fitted concentration of half-maximal effect. An excerpt, so the mix of outcomes need not match the whole.
SMILES,ERK EGF block
Cc1ccc(CCNC(=O)CC2Oc3ccc(C)cc3NC2=O)cc1 (stereo not drawn),8%
Cc1ccc(-n2c(C)cn(C(=O)c3ccccc3)c2=S)cc1,6%
Cc1cc(NC(=O)c2ccc3c(c2)C(=O)N(CC(C)C)C3=O)no1,2%[57.5 µM]
O=c1[nH]cc(C(F)(F)F)cc1NS(=O)(=O)c1ccccc1[N+](=O)[O-],-4%
CCOc1cc2[nH]c(=S)n(CCCN(CC)CC)c(=O)c2cc1OCC,11%
CCN(/N=C/c1ccc(N(C)C)cc1)c1nc2ccccc2[nH]1,-2%
COc1cccc(/C=N/n2c(-c3cc(C)[nH]n3)n[nH]c2=S)c1O,7%[57.5 µM]
NS(=O)(=O)c1ccc(CCNC(=O)c2cc(-c3cc(Cl)ccc3O)n[nH]2)cc1,-1%[57.5 µM]
O=C(O)C1CCCCN1S(=O)(=O)c1cccc2nsnc12 (stereo not drawn),-8%
Cn1c(/C=N/O)nc2ccccc21,-6%[57.5 µM]
Cc1ccc2nc(Cl)c(/C=N/n3c(C)nnc3C)cc2c1,5%
CCCN(Cc1nc(-c2ccc(Cl)cc2)no1)CC1CCCO1 (stereo not drawn),3%
O=C(/C=C/c1cccs1)NC(=S)NNC(=O)c1ccccc1O,3%
CCCCCCCCNc1nc(Cl)nc(NCCN2CCOCC2)n1,-5%
Cc1nc2cc(NS(=O)(=O)c3ccccc3)ccc2n1C,-4%
CCCCCCCCNC(=O)/C(C#N)=C/c1ccc2c(c1)OCCO2,3%
CSc1ccc(/C=N/NC(=O)c2cc(O)cc(O)c2)cc1,0%
C[C@H]1CC[C@]2(O[C@H](CCO)C[C@@H](O)[C@@H]2O)O1,-10%[57.5 µM]
CC(=C/c1ccccc1)/C=N/NC(=O)CSc1nc(C)cc(C)n1,1%
COc1ccc(NC(=O)C2=C(C)NC(=O)NC2c2cccs2)c(OC)c1 (stereo not drawn),-2%
COc1cccc(N2CCN(C(=O)c3cccn4c(=O)c5c(C)c(C)sc5nc34)CC2)c1,8%
COc1cc(Cl)c(C)cc1NC(=O)CNC(C)c1ccccc1OC (stereo not drawn),-15%
CC(C)c1cc(CN2CCOCC2)cc(C(C)C)c1O,-5%[57.5 µM]
Cn1ncn2c(=O)c3c(nc12)-c1ccccc1CC31CCCC1,7%[57.5 µM]

# Nothing new here: an excerpt of the list.
SMILES,ERK EGF block
CCN(/N=C/c1ccc(N(C)C)cc1)c1nc2ccccc2[nH]1,-2%
COc1cccc(/C=N/n2c(-c3cc(C)[nH]n3)n[nH]c2=S)c1O,7%[57.5 µM]
NS(=O)(=O)c1ccc(CCNC(=O)c2cc(-c3cc(Cl)ccc3O)n[nH]2)cc1,-1%[57.5 µM]
O=C(O)C1CCCCN1S(=O)(=O)c1cccc2nsnc12 (stereo not drawn),-8%
Cn1c(/C=N/O)nc2ccccc21,-6%[57.5 µM]
Cc1ccc2nc(Cl)c(/C=N/n3c(C)nnc3C)cc2c1,5%
CCCN(Cc1nc(-c2ccc(Cl)cc2)no1)CC1CCCO1 (stereo not drawn),3%
O=C(/C=C/c1cccs1)NC(=S)NNC(=O)c1ccccc1O,3%
CCCCCCCCNc1nc(Cl)nc(NCCN2CCOCC2)n1,-5%
Cc1nc2cc(NS(=O)(=O)c3ccccc3)ccc2n1C,-4%
CCCCCCCCNC(=O)/C(C#N)=C/c1ccc2c(c1)OCCO2,3%
CSc1ccc(/C=N/NC(=O)c2cc(O)cc(O)c2)cc1,0%
C[C@H]1CC[C@]2(O[C@H](CCO)C[C@@H](O)[C@@H]2O)O1,-10%[57.5 µM]
CC(=C/c1ccccc1)/C=N/NC(=O)CSc1nc(C)cc(C)n1,1%
COc1ccc(NC(=O)C2=C(C)NC(=O)NC2c2cccs2)c(OC)c1 (stereo not drawn),-2%
COc1cccc(N2CCN(C(=O)c3cccn4c(=O)c5c(C)c(C)sc5nc34)CC2)c1,8%

# (next part)
SMILES,ERK EGF block
Cc1ccc(CNC(=O)c2ccc(-n3cccc3)cc2)cc1,-17%
C/C=C(/C)C(=O)Nc1cccc(C2=NOC3(C2)C[C@H](C(N)=O)N(C(=O)c2ccccc2)C3)c1 (stereo partly drawn),-1%[57.5 µM]
COc1ccc(/C=N/NC(=O)CNc2n[nH]c(=O)[nH]c2=O)cc1OC,3%
O=C(Nc1cccc(C(=O)Nc2ccc(S(=O)(=O)O)c3cc(S(=O)(=O)O)cc(S(=O)(=O)O)c23)c1)Nc1cccc(C(=O)Nc2ccc(S(=O)(=O)O)c3cc(S(=O)(=O)O)cc(S(=O)(=O)O)c23)c1,3%&1%
Cc1ccccc1C(=O)NNC(=O)/C=C\C(=O)O,7%[57.5 µM]
S=C(NCCCN1CCOCC1)NC1CC1,7%
CC1(C)CC(=O)c2cc(NC(=O)c3ccc(F)cc3)c(=O)oc2C1,-12%
Nc1ccc(-c2cc(-c3cccc(N)c3)nc(-c3ccccc3)n2)cc1,1%
Cc1nc2ncc(Br)cc2[nH]1,-12%
CCOC(=O)/C(=C/C=C1\Sc2cc(C)c(C)cc2N1CC)C(C)=O,2%
O=C(Cc1ccc(Cl)c(Cl)c1)Nc1ccc2[nH]c(=O)[nH]c2c1,-6%
CC(C)(C)c1ccc(/C=N/NC(=S)Nc2cccnc2)cc1,-3%
Cc1cccc(NC(=O)C2C3CCC4C(CCC32)C4(Cl)Cl)c1 (stereo not drawn),7%
Cc1ccc(Nc2nc(COC(=O)COc3ccc(C=O)cc3)cs2)cc1,-5%
CCNC(=O)CC1SC(=Nc2ccc(Cl)cc2)N(CC)C1=O (stereo not drawn),-2%
Cc1cc(C)cc(NC(=S)NCc2cccnc2)c1,9%
CCOc1ccccc1NC(=S)N1CCCc2ccccc21,20%
O=C(COC(=O)c1ccc(O)cc1)Nc1nccs1,-12%
Cc1nc2c3ccccc3nc(NNC(=O)CCC(=O)NC(C)C)n2n1,3%
COc1ccccc1NC1=C(N2CCCCC2)C(=O)c2ccccc2C1=O,25µM*
Cc1nc2ccc(S(=O)(=O)NCC(=O)N(C)Cc3ccccc3)cc2s1,-19%
COc1cc2nc(N(C)CCCNC(=O)C3CCCO3)nc(N)c2cc1OC (stereo not drawn),7%
CC1CN(C(=O)c2cc([N+](=O)[O-])cc([N+](=O)[O-])c2)CC(C)O1 (stereo not drawn),-1%
O=C1NC[C@H](c2ccccc2)N(CCc2cccc3ccccc23)C1=O,3%[57.5 µM]
O=C(Cn1cnc2cc([N+](=O)[O-])ccc2c1=O)NCCc1ccc(F)cc1,1%
O=C(O)c1ccccc1SCc1cn2ccccc2n1,29%
O=C(c1cn(-c2ccccc2)nc1-c1ccccc1)N1CCN(c2ccccn2)CC1,-1%
CCCCNC(=S)Nc1ccc2[nH]c(=O)[nH]c2c1,26%
c1ccc(CCCNCC2COc3ccccc3O2)cc1 (stereo not drawn),-5%
Cc1ccccc1CSc1nnc(-c2ccccn2)n1C,0%[57.5 µM]
COc1ccc(C(=O)N2CCC3(CC2)CN(c2ccccn2)C3)cc1,-3%
Cc1cccc(NC(=O)C2CC(=O)NC(Nc3nc4ccccc4s3)=N2)c1 (stereo not drawn),-3%
O=C(N/N=C/c1ccc([N+](=O)[O-])o1)c1cccc(S(=O)(=O)N2CCOCC2)c1,6%
O=C(COC(=O)c1ccccc1F)Nc1cc(S(=O)(=O)N2CCOCC2)ccc1N1CCCC1,0%
O=[N+]([O-])c1ccccc1S(=O)(=O)N1CCN(Cc2cc3c(cc2O)OCO3)CC1,9%
COc1ccccc1C(=O)Nc1nnc(-c2ccc(Cl)cc2)o1,-2%[57.5 µM]
NC(=O)c1ccc(NC(=O)COc2ccc([N+](=O)[O-])cc2Cl)cc1,-5%
Cc1ccc(C(=O)CNc2cccc([N+](=O)[O-])c2)cc1,-4%[57.5 µM]
C=CCCCCCCCCc1nc(SCC(C)=O)n[nH]1,-13%[57.5 µM]
Cc1cccc(NC(=S)NCCO)c1C,-2%
Nc1ncnc2c1ncn2C1OC(COP(=O)(O)O)C(O)C1O (stereo not drawn),4%
COC(=O)CCC(=O)OC1(C)C(=O)C=C2C=C3CCCN3C=C2C1=O (stereo not drawn),0%[57.5 µM]
Cc1cccc(-c2ncc(CN3CCCC(CO)(Cc4ccccc4C)C3)cn2)c1 (stereo not drawn),-24%[57.5 µM]
COC(=O)c1sc(NC(=O)CSc2nnnn2-c2cccc(OC)c2)nc1C,-3%
Cc1nc(CCNC(=O)CC2C(=O)NCCN2Cc2ccoc2)nc2c1CCCC2 (stereo not drawn),-15%[57.5 µM]
COc1ccc(C(=O)N/C(=C\c2cn(C)c3ccccc23)C(=O)OCC(C)C)cc1,9%
CCOC(=O)C1(C/C(C)=N/NC(N)=O)CC(C)OC1=O (stereo not drawn),10%
COCc1cc([C@@H]2C[C@H]3CN(c4ccccc4)C(=O)[C@]34CCCN24)ccc1OC,-6%
COC(=O)CCC(=O)Nc1ccc(N=Nc2ccccc2)cc1,-3%
CCOC(=O)Nc1ccc2c(CN3CCN(S(=O)(=O)c4ccccc4)CC3)cc(=O)oc2c1,18%
Cc1cc(C=O)c(C)n1-c1ccc2c(c1)OCO2,-5%
Cc1nc2cc(NC(=O)CCS(=O)(=O)c3ccccc3)ccc2s1,-5%
O=C(NNc1ccc([N+](=O)[O-])cc1)C1CC1c1ccccc1 (stereo not drawn),2%
COc1ccc(S(=O)(=O)Nc2cccc(S(=O)(=O)N3CCCCCC3)c2)cc1,-1%
CC(=O)Nc1nc2cccc([N+](=O)[O-])c2s1,1%
CCCC(=O)N1c2ccccc2C(=C2SC(C(=O)OC)=C(C(=O)OC)S2)C(=S)C1(C)C,13µM*
COC(=O)c1ccc2c(c1)N(Cc1ccccc1F)C(=O)c1ccccc1S2=O (stereo not drawn),-1%
CN(CCCNC(=O)CSc1cc(=O)n(C)c2ccc(Cl)cc12)Cc1ccccc1,-13%
CC(C)(C)OC(=O)[C@H](Cc1ccccc1)NC(=O)c1nc[nH]c1C(=O)NC1CCN(C(=O)OC(C)(C)C)CC1,?
COc1cccc(OCCNC(=O)c2cc([N+](=O)[O-])cc([N+](=O)[O-])c2)c1,-5%

# Next structures follow.
SMILES,ERK EGF block
Cc1cc(NC(=O)Nc2cccc([N+](=O)[O-])c2)no1,3%
COc1cc(/C=N/Nc2ccccc2[N+](=O)[O-])ccc1OC(=O)c1ccccc1F,0%
CN(c1cccc(NS(=O)(=O)c2cccc([N+](=O)[O-])c2)c1)S(C)(=O)=O,-13%
CCn1c(SCc2cccc(C(F)(F)F)c2)nnc1-c1ccco1,4%
CC1(C)CC(=O)c2c(Cc3ccccc3)noc2C1,5%
O=C(COC(=O)C1(c2ccc(Cl)cc2)CCCC1)Nc1ncc(C(F)(F)F)cc1Cl,-8%
O=C(c1cc(COc2c(F)cccc2F)on1)N1CCC(c2ccccc2F)C1 (stereo not drawn),-3%
Cc1ccc(-n2nc(C)c(/C=N/NC(=O)c3cccnc3)c2Cl)cc1,0%
Cc1noc(C)c1CSc1ncnc2sc3c(c12)CCCCC3,13%
COc1ccccc1C(=O)COC(=O)c1ccc(N(C)C)cc1,7%
Cn1c(=O)oc2cc(S(=O)(=O)NCc3ccc(C(=O)O)cc3)ccc21,-18%[57.5 µM]
COc1cc2c(cc1NCc1ccc3c(c1)OCO3)oc1ccccc12,-16%[57.5 µM]
C1CCN(C2CCN(c3nc4nonc4nc3N3CCSCC3)CC2)C1,-2%
O=C(CNC(=S)N(Cc1ccccc1)Cc1cccnc1)NC1CCCCC1,4%
COC(C[C@@H](O)CC(=O)COCc1ccccc1)OC,1%[57.5 µM]
COc1ccc(N(CC(=O)NCc2ccccc2)C(=O)CCC(=O)Nc2cc(C)ccn2)c(OC)c1,2%[57.5 µM]
CC1=C(C(=O)OCC2CCCO2)C(c2ccccc2Cl)NC(=O)N1 (stereo not drawn),-10%
Cc1cccc(C(=O)NC2CCN(CC(=O)Nc3ccc4c(c3)OCO4)CC2)c1,4%
CC(C)NC(=O)NC(=O)CSc1nnc(C(F)(F)F)n1C,-4%
O=C(C1=NNCC1c1ccccc1)C1CO1 (stereo not drawn),-6%
Cn1c(CC(=O)NC(C)(C)CO)c(Sc2ccccc2)c2ccccc21,-3%
CC(=O)N1CCN(C(=S)Nc2cc(S(=O)(=O)N3CCOCC3)ccc2Cl)CC1,3%
Cc1ccc(-c2csc(NC(=O)C3=NN(c4ccccc4)C(=O)CC3)n2)cc1,-3%
COc1cc2c(cc1OC)C(C)N(C(=O)c1cc3c(=O)oc4ccc(C)cc4c3s1)CC2 (stereo not drawn),1%
CCOC(=O)c1c(NC(=O)C[n+]2ccccc2)sc2c1CCCC2,-1%
CCCCC(CC)CN1CN(CC(CC)CCCC)CC(C)(N)C1 (stereo not drawn),15%
COc1cccc(CNC(=O)CN2C(=O)CC(c3ccccc3)=Nc3ccccc32)c1,-9%
COc1cc(C(F)(F)F)c(C(=O)N(C)Cc2ccc(Cl)c(Cl)c2)cn1,17%[57.5 µM]
CN1Cc2c(N3CCOCC3)nc3sc(C(=O)c4ccccc4)c(N)c3c2CC1(C)C,-15%[57.5 µM]
CCOc1cc(/C=N/NC(=O)c2nn(C)cc2Br)ccc1OCc1ccccc1Cl,0%
CCOC(=O)c1c(C)[nH]c(C2=NNC(=NC(C)COC)SC2)c1C (stereo not drawn),5%
C=CCc1cccc2cc(C(=O)Nc3ccc(F)cc3)c(=O)oc12,7%
O=C1CN(C(=O)COC(=O)c2ccccc2O)c2ccccc2N1,9%[57.5 µM]
O=C(Cn1nnc(N2CCCCC2)n1)c1ccc(Cl)c(Cl)c1,2%[57.5 µM]
COc1ccc(OC)c(NC(=O)COC(=O)c2cc3c(s2)CCC3)c1,-13%
COc1ccc(N2C(N)=C(C#N)C(c3ccsc3)C3=C2CCCC3=O)c(OC)c1 (stereo not drawn),5%
COc1ccc(OC)c(/C=C/C(=O)OCC(=O)Nc2ccc(Cl)c(S(=O)(=O)N(C)C)c2)c1,-2%
